Rhodamine autofl: compound autofluorescence in rhodamine spectral region; Rhodamine-region fluorescence, 547/598 nm, Tris buffer; active compounds read high; max dye-equivalent concentration, M; 59,000 tested, 0.05% active; in the data active means max dye-equivalent concentration above about 11 nM; inconclusive means between about 1.1 nM and that limit
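Compounds in 100 mM Tris buffer, pH 8.0, were incubated 15 min at room temperature, then read at 547 nm excitation and 598 nm emission. Fluorescence was normalized against a per-plate six-point rhodamine standard curve as dye-equivalent concentration.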
Casp7 inh: blocks human caspase-7 allosterically or competitively. 75,000 tested, 0.02% active. Potency, µM (highest dose often 57.5 µM), without a hit: top-dose activity change, negative = inhibition, most hits filed as inhibitors. P55210. recombinant caspase-7, Ac-DEVD-AFC fluorescence rate; active means well fitted inhibition curve with a large enough effect in the main read-out, with a control signal flat, not every such curve was filed as active; inconclusive means small, poorly fitted or top-dose-only effect, or a change in a side signal; further: potency means the concentration at half of the fitted maximal effect; % of control where 0% means no effect
BRCT inh green: inhibitors of human BRCA1 BRCT-phosphoprotein interaction (green fluorophore) | P38398 | BRCA1 BRCT-phosphopeptide binding, green fluorescence polarization | Potency, µM (titrated, usually from 76.9 µM), inactives show at the top dose activity change, negative = inhibition, actives largely listed as inhibitors | 75,000 tested, 0.05% active;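 further: potency means the concentration at half of the fitted maximal effect; plate controls were peptide without protein for full effect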
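Compounds were incubated for 12 min at room temperature with a complex of 100 nM fluorescein-tagged pBACH1 decapeptide and 250 nM His-tagged BRCT protein. Buffer was phosphate pH 7.3 with EDTA, DTT and Tween 20. Disruption of binding lowers the polarization signal.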
HEK293 cAMP ctrl: raises cAMP in parental HEK293 cells, TSHR agonist counter-screen; 73,000 tested, 2.5% active; AID 938; parental HEK293 CNG cAMP sensor, membrane potential fluorescence; Potency, µM (series often up to 57.1 µM), inactives show at the highest dose activation, hits mostly activators; further: potency means the concentration at half of the fitted maximal effect; % of control where 0% means no effect; nearly all actives have a fitted effect of over 55% in size
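Parental HEK 293 cells stably expressing a cAMP-gated CNG channel were loaded with membrane potential dye containing 100 uM RO 20-1724 for 60 min. Compound added for 30 min; depolarization read as fluorescence intensity at 590 nm.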
Texas Red fluor: compound fluoresces in the Texas Red spectral region; Compound fluorescence, Texas Red channel, 547/618 nm; active compounds read high; max dye-equivalent concentration, M; 59,000 tested, 0.06% active; in the data active means max dye-equivalent concentration above about 10 nM; inconclusive means between about 1.1 nM and that limit
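Fluorescence at ex 547/em 618 nm, normalized against an on-plate Texas Red standard series to give dye-equivalent concentration per compound concentration. Buffer 100 mM Tris, pH 8.0; 15 min RT incubation before CCD imaging.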
USP2a inh: inhibitors of human ubiquitin-specific protease USP2a | Potency, µM (highest dose often 38.3 µM), for inactives: at the highest dose activity change, negative = inhibition, hits mostly inhibitors | USP2a enzymatic assay, qHTS inhibition | O75604 | 60,000 tested, 0.1% active;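 further: potency means the concentration at half of the fitted maximal effect; nearly all actives have a fitted effect of over 60% in size; plate controls were DMSO for no effect and NEM full inhibition control for full effect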
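USP2 core (20 nM final) was preincubated with compound for 30 min at RT in 20 mM Tris-HCl pH 8.0, 2 mM CaCl2, 2 mM beta-mercaptoethanol; Ub-PLA2 (20 nM) plus NBD C6-HPC (20 uM) then added, fluorescence read after 2.5 h.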
A350 fluor: A350 region autofluorescence; max dye-equivalent concentration, M; Compound autofluorescence, 340/450 nm, Alexa 350 dye-equivalents; active compounds read high; AID 590; 59,000 tested, 11% active; in the data active means max dye-equivalent concentration above about 10 nM; inconclusive means mostly about 1.1 nM to 9.6 nM
4-MU autofl: 4-MU region autofluorescence; compound autofluorescence, 340/450 nm, 4-MU equivalents; active compounds read high; max dye-equivalent concentration, M; 59,000 tested, 11% active; AID 589; in the data active means max dye-equivalent concentration above about 10 nM; inconclusive means mostly about 1.1 nM to 9.6 nM
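Compounds in 100 mM Tris, pH 8.0, sat 15 min at room temperature before fluorescence was read at 340 nm excitation/450 nm emission; a per-plate six-point 4-MU standard curve converted signals to dye-equivalent concentration at each compound concentration.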
Fluorescein autfl: compound autofluorescence in fluorescein spectral region; Compound autofluorescence, 480/540 nm, fluorescein-equivalent; active compounds read high; max fluorescein-equivalent concentration, M; 59,000 tested, 0.91% active; AID 593; in the data active means max fluorescein-equivalent concentration above about 10 nM; inconclusive means between about 1.1 nM and that limit
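Normalized response (dye-equivalent concentration) derives from comparing each well's 540 nm emission, under 480 nm excitation, with plate-resident fluorescein standards. Compounds were held in 100 mM Tris, pH 8.0, for 15 min at room temperature.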
BRCT inh red: disrupts BRCA1 BRCT binding to phosphoprotein, red fluorophore readout | 75,000 tested, 0.03% active | BRCT-phosphopeptide binding, red fluorescence polarization | P38398 | Potency, µM (series often up to 76.9 µM), inactives show at the highest dose activity change, negative = inhibition, most hits filed as inhibitors; further: on the % scale 0 is the no-effect control and ±100 the full control effect
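Fluorescence polarization: 100 nM His-tagged BRCA1 BRCT with 100 nM TAMRA-labelled phospho-BACH1 decapeptide, phosphate buffer pH 7.3 with 150 mM NaCl, DTT, 0.01% Tween 20; 12 min RT. Binding inhibition seen as FP decrease.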
Caspase-1 inhib: blocks human caspase-1 allosterically or competitively. 75,000 tested, 0.03% active. Caspase-1 enzyme, Ac-WEHD-AFC fluorogenic rate. Potency, µM (top dose mostly 57.5 µM), for the others: top-dose activity change, negative = inhibition, usual class: inhibitors. AID 900. P29466;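 further: potency means the concentration at half of the fitted maximal effect; plate controls were vehicle for no effect and no substrate for full effect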
Active calls of the source: *; i = inactive; ? = inconclusive; · = no result given; [ ] = dose if it differs, or a comment. Unless noted, the call rests on the fitted dose curve; in most records, active means well fitted curve in the direction sought with a large enough effect; inconclusive means small, poorly fitted or top-dose-only effect, or another doubt; inactive means no such curve, though single readings can be large; an effect the other way counts as inactive or inconclusive. This is a subset; the hit share may differ from the screen's.

| compound | Caspase-1 inhib | USP2a inh | Casp7 inh | Texas Red fluor | Fluorescein autfl | BRCT inh green | Rhodamine autofl | A350 fluor | BRCT inh red | 4-MU autofl | HEK293 cAMP ctrl |
| --- | --- | --- | --- | --- | --- | --- | --- | --- | --- | --- | --- |
| CC(C)n1c(-c2ccc(N(C)C)cc2)nc2ccccc21 | -2% | 5% | 0% | ? | ? | -2.7% | i | 5.1e-08M* | -0.8% | 4.1e-08M* | 14% |
| CC(NS(=O)(=O)c1ccc(OCC(=O)N2CCOCC2)cc1)c1ccccc1 (stereo unspecified) | 0% | 2% | -4% | i | i | -0.6% | i | i | 2.0% | i | 1% |
| CCCCn1c(SCC(=O)O)nc2ccccc21 | 0% | -10% | 0% | ? | i | -1.7% | i | i | -0.2% | i | 4% |
| OCC#CCSc1nnc(-c2ccccc2Br)o1 | 0% | 4% | -3% | ? | ? | 2.1% | i | i | 0.9% | i | 5% |
| CC(=O)Nc1ccc(C(=O)OCCC(C)C)cc1 | -3% | 10%[7.66 µM] | -2% | · | · | -0.3% | · | · | -1.6% | · | 4%[11.4 µM] |
| COC(=O)c1cc(OC)c(OC)cc1NC(=O)c1ccccc1 | -4% | 4%[7.66 µM] | 0% | · | · | -0.5% | · | · | 0.3% | · | 18%[11.4 µM] |
| CN(C)CCCNCCCNC(=O)c1ccco1 | 0% | -1% | -1% | i | i | -1.7% | i | i | 0.9% | i | 4% |
| O=C(Nc1nc2ccccc2n1CCN1CCCC1)C1CCCCC1 | 0% | 15% | -2% | i | i | 1.4% | i | i | -0.1% | i | -7% |
| CN1CCN(C(=O)c2ccc(Cl)c(S(=O)(=O)N3CCCCC3)c2)CC1 | 0% | 1% | 0% | · | · | -2.5% | · | · | -0.7% | · | -3% |
| CN(CC(=O)Nc1ccncc1)S(=O)(=O)c1ccc(Cl)cc1 | 0% | 7% | 0% | i | ? | -1.4% | i | i | 0.0% | i | 33% |
| CCc1cc2c(cc3c(=O)n(CC(=O)N4CCN(c5ccccn5)CC4)nc(CC)n32)s1 | -3% | 17% | -9% | i | ? | -2.5% | i | 2.6e-08M* | 0.3% | 2e-08M* | 18% |
| CCOc1c2c(nc3ccc(Cl)cc13)CCC2 | -3% | 20% | -3% | i | i | -0.2% | i | i | -1.8% | i | ? |
| CCOC(=O)N1CCN(C(=O)c2oc(=O)c3ccccc3c2-c2ccc(C)cc2)CC1 | -4% | · | -1% | · | · | -0.3% | · | · | -0.1% | · | 22% |
| Cc1cc(C(=O)NCc2ccccc2)c(=O)[nH]c1C | -3% | -6% | 0% | · | · | -1.0% | · | · | -2.4% | · | 8% |
| Cc1ccc(NC(C(N)=O)c2c(C)[nH]c(=O)[nH]c2=O)cc1 (stereo unspecified) | -9% | -10% | -1% | ? | ? | -4.4% | i | i | -0.5% | i | 1% |
| CCC(C)n1c(SCC(=O)NC(=O)Nc2ccc3c(c2)OCCO3)nc2ccccc2c1=O (stereo unspecified) | -4% | 33%[activator] | -2% | i | i | -1.1% | i | i | -1.6% | i | 10% |
| COc1ccc(-n2cnnc2)cc1 | -4% | -5% | -1% | i | ? | -2.4% | i | i | 0.5% | i | 2% |
| CCOc1ccccc1-n1c(SCC(=O)N(C(C)C)C(C)C)nnc1-c1cccnc1 | 0% | 1% | 0% | i | ? | -5.0% | i | i | 0.0% | i | ? |
| COc1ccc(CC(=O)Nc2ccc(-c3noc(-c4cc(OC)c(OC)c(OC)c4)n3)cc2)cc1 | -1% | 19% | -2% | i | i | 0.6% | i | i | 0.6% | i | 0% |
| C=CCNC(=O)CCNS(=O)(=O)c1ccc(Br)cc1 | -2% | 3% | -1% | i | i | -0.5% | i | ? | 0.7% | i | 13% |
| Cc1cccc(C)c1NC(=O)N1CC=C(n2c(=O)[nH]c3ccccc32)CC1 | 0% | 3% | 4% | i | i | 1.7% | i | i | 1.5% | i | 7% |
| COc1ccccc1NC(=O)Cn1cnc2c(cnn2-c2ccc(C)c(C)c2)c1=O | -3% | 33%[activator] | -6% | i | i | -1.7% | i | i | -0.2% | i | 1% |
| Cc1c(CN(C)C)c2c(n1C)C(=O)c1ccc(Br)cc1-2 | -1% | 2% | -1% | i | ? | -2.6% | i | i | 2.5% | i | -17% |
| CCNc1nc2nonc2nc1NCC | 0% | -7% | 2% | i | i | -1.1% | i | i | 0.5% | i | 6% |
| CCOC(=O)N1CCN(S(=O)(=O)/C=C/c2ccccc2)CC1 | 1% | 4% | -1% | · | · | 1.3% | · | · | -1.3% | · | 14% |
| CC(C)(C)N1C(=O)[C@H]2[C@H]3[C@H](O)[C@H](O)C/C(=N/OC[C@@H](O)COCc4ccco4)[C@H]3CC[C@@H]2C1=O | -4%[11.5 µM] | · | 0%[11.5 µM] | · | · | -0.9%[15.4 µM] | · | · | -1.6%[15.4 µM] | · | 0%[11.4 µM] |
| COc1ccc(-c2csc(N(CCCN3CCOCC3)C(=O)c3ccco3)n2)cc1 | 0% | 1% | -3% | i | ? | -1.1% | i | i | -3.9% | i | 17% |
| O=C1CN(C(=O)CCCc2c[nH]c3ccccc23)c2ccccc2N1 | -4% | 53%[activator] | -8% | i | ? | -2.3% | i | ? | -2.2% | i | 0% |
| Cc1cc2oc(=O)cc(CN3CCCCC3)c2cc1C(C)C | -2% | -21% | · | i | ? | -3.3% | i | ? | 0.1% | i | ? |
| O=C(NC1CC1)c1scc2c1OCCO2 | 0% | -4% | -4% | i | i | -1.7% | i | i | -0.5% | i | 7% |
| Cc1cccc(OCC(=O)Nc2cc(C)ccc2O)c1 | -1% | 9% | -2% | i | i | -2.2% | i | i | 0.6% | i | -3% |
| Cc1occc1C(=O)NC(C)c1ccc2c(c1)OCO2 (stereo unspecified) | 1% | -4% | 0% | i | i | 0.6% | i | i | -0.5% | i | 2% |
| Cc1nc2ccc(Cl)cc2nc(C)/c1=N\O | -12% | 36%[activator] | -10% | ? | 1.1e-07M* | -1.8% | i | i | 0.5% | i | -13% |
| COC(=O)[C@H](N)Cc1ccc(Cl)cc1 | 1% | -2% | 0% | i | i | -1.2% | i | i | -0.5% | i | 14% |
| CC(NC(=O)c1cc2sccc2n1C)c1ccc2c(c1)OCCO2 (stereo unspecified) | -3% | · | 1% | · | · | -1.8% | · | · | 3.0% | · | 11% |
| CC(C)(C)OC(=O)N1CCCC1C(=O)N1CCc2ccccc21 (stereo unspecified) | 2% | 6% | -1% | i | ? | -2.1% | i | ? | -0.3% | i | 12% |
| Cc1nc(Nc2ccccc2)c2nc(-c3ccccc3)n(CCN3CCOCC3)c2n1 | -1% | · | -1% | · | · | 4.6% | · | · | -6.4% | · | 28% |
| O=S(=O)(Cc1nc2ccccc2s1)c1ccccc1 | 0% | -3% | -1% | i | ? | 0.0% | i | i | -3.0% | i | 12% |
| O=C1NCCCC2c3cc(O)c4ccccc4c3OC12N1CCCCC1 (stereo unspecified) | 32µM* | 34%[activator] | ? | i | ? | -6.5% | i | ? | -6.2% | 2.9e-08M* | -5% |
| CCN(CC)CCN1C(=O)c2oc3ccccc3c(=O)c2C1c1ccccc1 (stereo unspecified) | -3% | 13% | -1% | ? | i | 0.0% | i | ? | -0.2% | ? | 7% |

Look-ups from above.
`O=C1CN(C(=O)CCCc2c[nH]c3ccccc23)c2ccccc2N1` @ Caspase-1 inhib = -4%
`O=S(=O)(Cc1nc2ccccc2s1)c1ccccc1` @ HEK293 cAMP ctrl = 12%

The results go on.
| compound | Caspase-1 inhib | USP2a inh | Casp7 inh | Texas Red fluor | Fluorescein autfl | BRCT inh green | Rhodamine autofl | A350 fluor | BRCT inh red | 4-MU autofl | HEK293 cAMP ctrl |
| --- | --- | --- | --- | --- | --- | --- | --- | --- | --- | --- | --- |
| COc1cccc(-c2nnc(SCC(=O)Nc3cc(C)on3)o2)c1 | -1% | 29% | 0% | i | ? | 2.0% | i | i | -0.9% | i | 6% |
| CC1=C(C(=O)Nc2ccc(F)cc2)C(c2ccc(C)o2)C2=C(CC(C)(C)CC2=O)N1 (stereo unspecified) | -1% | 10% | -1% | i | i | -3.1% | i | 2.5e-08M* | -3.2% | 2.5e-08M* | -1% |
| CCCn1nnc(NC(=O)c2cccc(OCC(C)C)c2)n1 | 0% | -5% | 1% | ? | ? | -1.6% | i | i | -2.8% | i | ? |
| Cn1c(=O)c2c(ncn2CCCc2ccccc2)n(C)c1=O | 0% | 0% | 2% | i | i | -0.9% | i | i | 2.2% | i | ? |
| COc1cc2c(cc1NC(=O)c1ccc3c(c1)OCO3)oc1ccccc12 | -6% | 16% | -2% | ? | i | -0.4% | i | 3.8e-07M* | -0.1% | 3.9e-07M* | 26% |
| Cc1ccccc1NC(=O)CN(C)S(=O)(=O)c1cccc2cccnc12 | 2% | · | -1% | · | · | -1.4% | · | · | -1.7% | · | ? |
| Cc1cccc(CSc2nncc(=O)[nH]2)c1 | -1% | 5% | 0% | i | ? | -1.9% | i | i | 0.1% | i | 21% |
| CCCc1cc(-n2ccnc2C)n2c(nc3ccccc32)c1C#N | · | · | · | i | ? | · | i | 6.7e-08M* | · | 5.9e-08M* | · |
| CC1CN(c2nc3ccccc3nc2C(C#N)C(=O)NC2CCCCC2)CC(C)O1 (stereo unspecified) | -11% | 9% | -13% | i | 2.9e-07M* | 0.9% | i | ? | -0.9% | ? | 27% |

From PubChem
